MgcRacGAP inhibition: MgcRacGAP GTPase-activating activity inhibitors, confirmation, biochemical, ADP Hunter fluorescence. Rac GTPase-activating protein 1 (Homo sapiens). MgcRacGAP-stimulated Rac1 GTP hydrolysis, ADP Hunter fluorescence; higher % means a stronger effect; GST-tagged Rac1 F28L mutant substrate. inhibition, % at 30 µM; hits with a dose series show IC50 in µM. actives 0.6% (n = 340,000). AID 624330, 2012;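 active = first-screen hits whose inhibition reached a set limit at any dose in the follow-up dose series; inconclusive = inhibition above the set first-screen limit but never retested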;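 note: fluorescence reports GDP produced by GAP-driven GTP hydrolysis; strong numbers were not always called active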
GPR55 antagonists: GPR55 antagonists blocking LPI-driven arrestin recruitment, primary screen, imaging, U2OS, beta-arrestin-GFP, LPI agonist (AID 2013); U2OS GPR55 beta-arrestin-GFP translocation imaging, LPI antagonism; higher % means a stronger effect; inhibition, % at 10 µM; hits with a dose series show IC50 in µM; actives 0.13% (n = 290,000);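 active = spots per cell inhibited over 60%, with over 100 cells counted and total cytoplasm intensity under 500,000; inconclusive = wells with under 100 cells, flagged as likely toxic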;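 note: U2OS cells stably carrying GPR55 and arrestin-GFP stimulated by 5 µM LPI near EC80; imaged beta-arrestin-GFP aggregate spots per cell after agonist stimulation; plate controls were LPI-stimulated DMSO wells for no effect and DMSO wells without LPI for full effect; some results filed as inactive read as strong as hits; confirmed hits need IC50 under 10 µM and bright autofluorescent wells are also inconclusive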
GPR55 beta-arrestin: GPR55 agonists via beta-arrestin recruitment, primary screen, imaging, U2OS cells, beta-arrestin-GFP redistribution (AID 1961); G-protein coupled receptor 55 (Homo sapiens); U2OS GPR55 beta-arrestin-GFP redistribution imaging; higher % means a stronger effect; one-dose activation, % at 10 µM; EC50 in µM for titrated hits; actives 0.048% (n = 290,000);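 active = activation above 40% with more than 50 cells counted in the well; inconclusive = wells holding fewer than 50 cells, flagged as toxic or sparse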;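 note: U2OS osteosarcoma cells stably expressing GPR55 and beta-arrestin-GFP; plate controls were DMSO negative control for no effect and LPI positive control for full effect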
Dengue-2 NS5 capping: Dengue-2 NS5 methyltransferase inhibitors, primary screen, biochemical, confirmation dose response (AID 588689); actives 0.3% (n = 340,000); Dengue-2 NS5 methyltransferase capping enzyme assay, biochemical; higher % means a stronger effect; one-dose inhibition, % at 25 µM; IC50 in µM for titrated hits; Genome polyprotein (Dengue virus type 2 (strain 16681-PDK53)); in the data active = a potency from the dose series; inconclusive = inhibition above about 29% without an active follow-up result
Yfh1-depleted yeast: enhancers of respiration in Yfh1-depleted yeast, dose response, Friedreich's ataxia, plus single-dose screen (AID 1465); fold induction at 50 µM; hits with a dose series show EC50 in µM; actives 0.074% (n = 220,000); S. cerevisiae Yfh1-off respiration, WST-1 reduction, 72 h; higher fold induction means a stronger effect;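 active = fold induction of absorbance versus untreated yeast above a set limit, then at least 30% activation at any dose in follow-up; inconclusive = repeats straddling the limit, or above it without dose testing; inactive = fold induction below the set limit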;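 note: activators that raise dye reduction in frataxin-depleted yeast; strong numbers were not always called active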
SV40 large T antigen: SV40 large T antigen inhibitors, biochemical (AID 1903) | inhibition, % at 20 µM; hits with a dose series show IC50 in µM | SV40 large T antigen ATPase/helicase inhibition assay; higher % means a stronger effect | actives 0.39% (n = 310,000); in the data active = a potency from the dose series; inconclusive = inhibition mostly from about 32% at the one dose, without a potency; inactive = the rest, 99 in 100 with inhibition below about 32%; note: strong numbers were not always called active
NTR1 agonist: agonists of NTR1, primary screen, imaging, U2OS cells, beta-arrestin-GFP, high content (AID 493036); Neurotensin receptor type 1 (Homo sapiens), P30989; NTR1-U2OS beta-arrestin-GFP spot imaging, agonist mode; activation, % at 20 µM; actives 0.17% (n = 330,000);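 active = activation at or above 40% of the spot to cytoplasm intensity ratio, with at least 20 cells analyzed; inconclusive = wells under 20 cells, flagged as cytotoxic or low count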;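 note: 0% = DMSO without peptide and 100% = 100 nM NTR1 peptide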
Target sequence (P30989 whole entry, looked up): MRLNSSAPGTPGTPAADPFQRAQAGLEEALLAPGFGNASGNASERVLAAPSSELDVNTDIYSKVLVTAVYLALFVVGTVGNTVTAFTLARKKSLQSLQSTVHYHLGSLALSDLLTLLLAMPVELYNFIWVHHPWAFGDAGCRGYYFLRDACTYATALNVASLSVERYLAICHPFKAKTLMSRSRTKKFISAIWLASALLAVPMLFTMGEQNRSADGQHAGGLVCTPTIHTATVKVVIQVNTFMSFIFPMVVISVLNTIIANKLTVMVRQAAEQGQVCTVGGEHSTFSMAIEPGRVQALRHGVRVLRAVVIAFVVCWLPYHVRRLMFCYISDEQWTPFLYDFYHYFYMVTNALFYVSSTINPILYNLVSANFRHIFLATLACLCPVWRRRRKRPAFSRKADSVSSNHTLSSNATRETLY
AID2073: inhibitors of Mint1-CaV2.2 protein interaction, biochemical, HTRF (AID 2073); HTRF protein-protein interaction, Mint1-CaV2.2; higher % means a stronger effect; actives 0.19% (n = 290,000); inhibition, % at 20 µM; hits with a dose series show IC50 in µM; Voltage-dependent N-type calcium channel subunit alpha-1B (Homo sapiens); in the data active = inhibition mostly above about 51%, no sharp cut-off; inconclusive = no clear call, values can overlap the other calls; inactive = mostly below about 53%; note: some results filed as inactive read as strong as hits
GPR35 antagonists: GPR35 antagonists blocking zaprinast-driven arrestin recruitment, primary screen, imaging, U2OS, beta-arrestin-GFP, zaprinast agonist (AID 2058); U2OS GPR35 beta-arrestin-GFP translocation imaging, zaprinast antagonism; higher % means a stronger effect; actives 0.052% (n = 290,000); inhibition, % at 10 µM, or IC50 in µM where a hit was titrated;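 active = inhibition of at least 50% with at least 30 cells and total cytoplasm GFP at most 10,000,000; inconclusive = under 30 cells or total GFP of 10,000,000 plus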
NTR1 agonist cell count 20 µM: second read-out of NTR1 agonist, no call of its own (marks repeat the call); cell count; measured here: cell count, cytotoxicity flag
Dengue-2 NS5 capping pilot replicate: recorded beside Dengue-2 NS5 capping, whose call it bears; inhibition, %; measured here: pilot screen replicate inhibition
* hit, by the source's call; i = inactive; ? = inconclusive; nt = no result given.

SMILES | MgcRacGAP inhibition | GPR55 antagonists | GPR55 beta-arrestin | Dengue-2 NS5 capping | Yfh1-depleted yeast | SV40 large T antigen | NTR1 agonist | NTR1 agonist cell count 20 µM | AID2073 | GPR35 antagonists | others
COc1ccc(/C(O)=C2/C(=O)C(=O)N(CCN3CCNCC3)C2c2cccc([N+](=O)[O-])c2)cc1 (stereo not drawn) | 11% | 19% | 0.0% | 2% | nt | 12% | -0.9 | 70 | 6% | 8%
Cc1c(NC(=O)c2cc(-c3cccc(Cl)c3)on2)c(=O)n(-c2ccccc2)n1C | 4% | 10% | 0.0% | -7% | nt | 15% | -1.9 | 61 | 6% | -6%
N#CCC(=O)c1sccc1-n1cccc1 | 7% | 1% | -0.2% | 0% | i | 17% | 1.3 | 46 | 22% | 8%
COCCn1c(SCc2cnc(-c3ccccc3)s2)nnc1-c1ccncc1 | 10% | 2% | 0.2% | -6% | i | 11% | -0.3 | 47 | 14% | -8%
COc1ccc(C2(C)NC(=O)N(Cc3cc(Cl)cc4c3OCOC4)C2=O)cc1OC (stereo not drawn) | 8% | -10% | 0.1% | -2% | i | 5% | 0.3 | 76 | 11% | -2%
COc1ccc(NS(=O)(=O)c2cccc(C(=O)NNC(=O)c3cccc(NC(C)=O)c3)c2)cc1 | 3% | nt | nt | -4% | nt | 26% | 1.0 | 61 | nt | nt
CCOC(=O)N1CCN(C(=O)CSc2nnc3[nH]c(=O)c(C)c(C)n23)CC1 | 1% | nt | nt | 1% | nt | 14% | 1.8 | 48 | nt | nt
O=C(N/N=C/c1cc(Cl)ccc1O)c1cccnc1 | 9% | -5% | -0.2% | -1% | nt | 2% | 0.3 | 63 | 11% | 5%
CCOc1ccc2nc(NC(=O)CN3CCOCC3)sc2c1 | 7% | 3% | -0.4% | 4% | i | -3% | 0.9 | 62 | ? | -2%
COc1ccc(-c2nnc(N(C)C(=O)c3cccnc3)s2)cc1 | 6% | 14% | -0.1% | -4% | i | 14% | -0.6 | 58 | 1% | 13%
O=C(CSc1nnc(-c2ccc(C(F)(F)F)cn2)s1)c1ccc(Cl)cc1 | 10% | 4% | 0.9% | -5% | i | 6% | 0.5 | 44 | 11% | -13%
CC1CCN(C2=C(NS(=O)(=O)c3ccc(Br)cc3)C(=O)c3ccccc3C2=O)CC1 | 11% | 3% | -0.1% | 4% | nt | 7% | 3.3 | 67 | 4% | 20%
c1ccc(-c2ccccc2OCCCN2CCCC2)cc1 | 22% | 23% | -0.2% | -1% | i | 4% | -0.7 | 73 | 1% | -5%
CC1(C)C(c2ccco2)=[N+]([O-])C2(CCCCC2=O)N1O (stereo not drawn) | 6% | 2% | 0.5% | 0% | i | 6% | -2.2 | 89 | -3% | -6%
O=C(Nc1ccc(N2CCOCC2)cc1)C1CCCCC1 | 3% | 7% | -0.2% | -8% | i | ? | -1.8 | 43 | -14% | -6%
Cn1nc(-c2ccc(Cl)cc2)c2cc(C(=O)NCC3CCCO3)sc21 (stereo not drawn) | 20% | -1% | -0.1% | -4% | i | 1% | 5.1 | 57 | 15% | -14%
O=C(Nc1cc(=O)[nH]c2nc(-c3ccccc3)nn12)c1ccc(Cl)cc1 | nt | 2% | -0.2% | nt | i | 16% | -2.0 | 60 | 9% | -4%
Cc1ccc2cc3cc(C(=O)NCCCN4CC(C)CC(C)C4)oc3nc2c1 (stereo not drawn) | -3% | 11% | -0.2% | -5% | nt | 9% | -0.8 | 48 | 11% | 7%
Cc1ccc(NC(=O)CSCC(=O)Nc2ccccc2N2CCCCC2)cc1 | -1% | nt | nt | -6% | nt | 8% | 20 | 62 | nt | nt
COc1ccc(NC(=O)c2cccnc2C(=O)O)c(OC)c1 | 5% | 8% | -0.1% | -4% | i | 7% | 1.2 | 64 | -12% | 8%
O=C(NNC(=O)c1cc(Cl)ccc1O)c1cccs1 | 7% | 6% | 0.4% | 5% | nt | 19% | 0.1 | 61 | 20% | -9%
COc1ccccc1CNC(=O)c1ccc(NS(C)(=O)=O)cc1 | 4% | -3% | -0.1% | -5% | i | -14% | -0.8 | 41 | -2% | 16%
O=C(OCC(=O)N1CCCCC1)c1cc(NS(=O)(=O)c2ccc(Cl)c([N+](=O)[O-])c2)ccc1O | 2% | 12% | 0.5% | 6% | i | 6% | 0.9 | 45 | 0% | -14%
O=C(NC(=S)N1CCN(c2ccccn2)CC1)c1ccco1 | 11% | -8% | -0.2% | -3% | i | 11% | 0.6 | 78 | -20% | 21%

Compounds listed so far that contain a nitro group on carbon:
SMILES | MgcRacGAP inhibition | GPR55 antagonists | GPR55 beta-arrestin | Dengue-2 NS5 capping | Yfh1-depleted yeast | SV40 large T antigen | NTR1 agonist | NTR1 agonist cell count 20 µM | AID2073 | GPR35 antagonists | others
COc1ccc(/C(O)=C2/C(=O)C(=O)N(CCN3CCNCC3)C2c2cccc([N+](=O)[O-])c2)cc1 (stereo not drawn) | 11% | 19% | 0.0% | 2% | nt | 12% | -0.9 | 70 | 6% | 8%
O=C(OCC(=O)N1CCCCC1)c1cc(NS(=O)(=O)c2ccc(Cl)c([N+](=O)[O-])c2)ccc1O | 2% | 12% | 0.5% | 6% | i | 6% | 0.9 | 45 | 0% | -14%

Continued.
SMILES | MgcRacGAP inhibition | GPR55 antagonists | GPR55 beta-arrestin | Dengue-2 NS5 capping | Yfh1-depleted yeast | SV40 large T antigen | NTR1 agonist | NTR1 agonist cell count 20 µM | AID2073 | GPR35 antagonists | others
CN(C)c1ccc(CN(Cc2ccco2)C(=O)c2ccco2)cc1 | -28% | -12% | 0.2% | 0% | nt | 17% | 0.1 | 61 | -11% | -7%
CCn1c2ccccc2c2cc(NC(=O)c3cc(OC)c(OC)c(OC)c3)ccc21 | 13% | -24% | 0.2% | -2% | i | 2% | 2.1 | 39 | -13% | -24%
CCC(CC)NC(=O)c1ccccc1Oc1ccccc1 | 5% | 8% | -0.1% | -5% | i | 22% | -1.3 | 60 | -4% | 8%
O=C1[C@@H]2Cc3c([nH]c4ccccc34)CN2C(=O)CN1CCCO | 8% | 86% | 0.0% | 0% | nt | 6% | 0.0 | 107 | 6% | 0%
COc1ccc(CCNC(=O)Cn2nnc(-c3ccc(N(C)C)cc3)n2)cc1OC | 10% | 10% | -0.2% | 4% | i | 8% | -0.1 | 51 | -8% | 12%
COCCCNC(=O)c1ccc(NS(C)(=O)=O)cc1 | 8% | -12% | -0.1% | nt | i | 29% | 0.0 | 50 | 15% | 8%
COc1ccc(OCC2CCNCC2)cc1 | -2% | 0% | -0.2% | -3% | nt | 10% | 1.3 | 68 | -4% | 1%
CCOC(=O)CNC(=O)c1sc(NC(=O)c2ccccc2)nc1C | -8% | 5% | 1.3% | -3% | i | 7% | -0.5 | 83 | 1% | -5%
CN(C(=O)C1CCN(S(=O)(=O)c2ccccc2)CC1)c1c(N)n(Cc2ccccc2)c(=O)[nH]c1=O | -9% | nt | nt | 7% | nt | 14% | 0.6 | 56 | nt | nt
Cc1cccc(OCc2nnc(N)s2)c1 | 5% | 10% | -0.1% | -3% | i | 5% | 1.3 | 61 | -4% | 17%
OCC1(Cc2ccc(Cl)cc2)CCN(Cc2ccc3nsnc3c2)CC1 | 3% | -2% | 0.2% | nt | i | 7% | 0.6 | 43 | 6% | 14%
CC(C)(C)NC(=O)CN(CCc1ccccc1)C(=O)c1csnn1 | 3% | -1% | -0.2% | -2% | i | 9% | 2.2 | 62 | -7% | -5%
Cc1cccn2c(CNCCc3ccccn3)c(C(=O)N3CCOCC3)nc12 | 8% | 5% | 0.4% | -6% | nt | 15% | 1.2 | 66 | 6% | 2%
Cc1ccccc1-n1nc2c(c1NC(=O)COc1ccc(Cl)cc1)CS(=O)C2 (stereo not drawn) | 5% | -4% | -0.1% | 1% | i | 4% | -1.3 | 99 | -3% | 10%
COc1cc(NS(=O)(=O)c2ccc(NC(=S)NC(=O)/C=C/c3ccc(OC)c(OC)c3)cc2)ncn1 | 1% | 4% | -0.4% | 20% | i | 12% | 0.0 | 60 | 31% | -1%
CCOc1ccc(-c2nc(N)nc(C)c2-c2ccc(Cl)cc2)c(O)c1 | 15% | 14% | 0.3% | 13% | nt | 2% | 16 | 77 | 2% | 3%
Cc1cccc(OCC(=O)NC(=S)Nc2ccccc2N2CCOCC2)c1C | 0% | 7% | -0.1% | -3% | nt | 7% | 1.9 | 55 | 27% | 10%
CC(Cl)C(=O)NC(=O)NC12CC3CC(CC(C3)C1)C2 (stereo not drawn) | 1% | -6% | 0.3% | -1% | i | 3% | 5.2 | 49 | 3% | -10%
CCCC1Cc2nc(Cl)c(C#N)cc2CO1 (stereo not drawn) | nt | -1% | -0.2% | nt | i | 7% | 0.4 | 56 | 13% | -2%
Cc1sc2ncnc(N3CCC(C(=O)NNC(=O)COc4cccc(C(F)(F)F)c4)CC3)c2c1C | 6% | nt | nt | -3% | nt | 15% | 11 | 38 | nt | nt
O=C(Oc1ccc2ccc(=O)oc2c1)c1ccc([N+](=O)[O-])cc1 | 10% | 5% | -0.2% | 20% | nt | 4% | -0.5 | 62 | 38% | 7% | Dengue-2 NS5 capping pilot replicate=-3.0
COC(=O)c1scc(C)c1NC(=O)c1cccc(C#N)c1 | 11% | 0% | 0.4% | -8% | nt | 6% | 0.3 | 86 | 8% | -9%
Cc1ccc(C)c(NC(=O)CNC(=O)N2CC(=O)Nc3ccccc32)c1 | 8% | 2% | -0.1% | -3% | nt | 14% | -0.2 | 61 | -7% | 9%
O=C1COc2ccc(C(=O)COC(=O)C3CCN(S(=O)(=O)c4cccs4)CC3)cc2N1 | 3% | 1% | 0.0% | 3% | i | 4% | 3.4 | 80 | 8% | -6%
